D2 antag = HTS Assay for Allosteric Antagonists of the Human D2 Dopamine Receptor: Primary Screen for Antagonists | inhibition, % at 10 µM | D(2) dopamine receptor (Homo sapiens), P14416 | HEK293 TREx D2 cells, calcium flux, dopamine EC80 | AID 485344, 2010 | hit rate 2% among 340,000; in the data active = inhibition above about 30%; also: 0% is about no effect
Target sequence (P14416 whole entry, looked up): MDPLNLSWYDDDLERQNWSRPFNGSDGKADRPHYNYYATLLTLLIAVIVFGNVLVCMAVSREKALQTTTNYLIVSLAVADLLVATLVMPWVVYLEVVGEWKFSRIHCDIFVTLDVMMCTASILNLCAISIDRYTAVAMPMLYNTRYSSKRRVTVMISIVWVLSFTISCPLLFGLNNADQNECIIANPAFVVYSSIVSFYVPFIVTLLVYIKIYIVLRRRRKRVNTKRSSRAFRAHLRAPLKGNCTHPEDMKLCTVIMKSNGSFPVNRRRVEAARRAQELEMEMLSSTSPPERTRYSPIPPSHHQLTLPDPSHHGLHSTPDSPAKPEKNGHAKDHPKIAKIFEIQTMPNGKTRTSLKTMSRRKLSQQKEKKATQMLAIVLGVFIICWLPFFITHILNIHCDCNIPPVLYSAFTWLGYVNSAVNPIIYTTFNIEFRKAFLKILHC
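Calcium mobilization kinetics were recorded at 1 s intervals in tetracycline-induced HEK293 T-REx D2 cells, first for 180 s after compound addition and then 180 s after EC80 dopamine.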
D2 agonist = HTS Assay for Allosteric Agonists of the Human D2 Dopamine Receptor: Primary Screen for Agonists. activation, % at 2 µM. hit rate 0.53% among 340,000. HEK293 T-REx D2 cells, calcium flux agonist mode;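 active = activation over 3 SD above normal in the single-dose calcium agonist read, cut at about 30% in these data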; also: 0% is about no effect
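Agonism scored from kinetic calcium signal (1 read/sec, 180 s) following compound pin transfer, after a 10 s baseline. Cells: HEK293 Trex line expressing inducible D2 receptor coupled to calcium, dye-loaded after overnight culture at 30 C.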
D1 antag = Antagonist of Human D 1 Dopamine Receptor: qHTS. AID 504652, 2011. HEK293 TREx D1 cells, calcium flux, dopamine EC80; stronger effect = lower value. D(1A) dopamine receptor (Homo sapiens), P21728. hit rate 3.2% among 360,000. activity change, negative = inhibition, % at 10 µM; in the data active = activity change below about -30%; also: % is scaled to controls: 0 for no effect and ±100 for the full control effect
Target sequence (P21728 whole entry, looked up): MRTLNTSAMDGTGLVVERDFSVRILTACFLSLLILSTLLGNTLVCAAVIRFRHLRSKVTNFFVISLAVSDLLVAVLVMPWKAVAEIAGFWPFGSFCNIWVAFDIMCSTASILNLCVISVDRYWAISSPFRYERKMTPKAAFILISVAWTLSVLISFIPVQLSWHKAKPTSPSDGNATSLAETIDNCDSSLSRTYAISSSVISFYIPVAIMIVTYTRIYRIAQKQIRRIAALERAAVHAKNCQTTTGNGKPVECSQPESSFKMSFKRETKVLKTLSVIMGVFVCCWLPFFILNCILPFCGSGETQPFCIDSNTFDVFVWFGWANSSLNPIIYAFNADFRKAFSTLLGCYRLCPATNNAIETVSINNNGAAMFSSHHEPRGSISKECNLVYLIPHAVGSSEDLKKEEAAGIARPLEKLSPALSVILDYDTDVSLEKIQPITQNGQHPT
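Cells carrying a force-coupled, tetracycline-inducible human D1 receptor report calcium flux. Each well gets a 10 s baseline, compound with 180 s monitoring, then an EC80 dopamine stimulus with a second 180 s kinetic read.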
RXFP1 antag = qHTS Assay for Antagonists of the Relaxin Receptor RXFP1; activity change, negative = inhibition, % at 57.5 µM; AID 1259400, 2018; hit rate 0.59% among 350,000; HEK293-RXFP1, relaxin-stimulated cAMP HTRF, 30 min; stronger effect = lower value; Relaxin receptor 1 (Homo sapiens), Q9HBX9;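 active = activity change of -60% or lower, but not beyond a set lower limit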; also: % is scaled to controls: 0 for no effect and ±100 for the full control effect
TRHR PAM = qHTS for Small Molecule Agonists and Allosteric Enhancers of Human TRH Receptor: Primary Screen for Enhancers. AID 493056, 2011. TRHR cells, fluo-8 calcium fluorescence, EC20 TRH enhancement. enhancement, % at 2 µM. Thyrotropin-releasing hormone receptor (Homo sapiens), P34981. hit rate 0.66% among 360,000; in the data active = enhancement above about 30%; also: 0% is about no effect
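Enhancer read-out: after compound pinning and an initial kinetic agonist-mode read, an EC20 of TRH (10 nM final) was injected and fluo-8 calcium signal (Ex 480/Em 530) followed at 1 s/cycle for 100 cycles in TRHR-expressing cells.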
D1 ag = Allosteric Agonists of the Human D1 Dopamine Receptor: qHTS; hit rate 1% among 360,000; activation, % at 2 µM; D(1A) dopamine receptor (Homo sapiens), P21728; HEK293 T-REx D1 cells, calcium flux, agonist mode; in the data active = activation above about 30%; also: 0% is about no effect
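Inducible HEK293 T-REx D1 cells, force-coupled to calcium signalling, were plated at 4000 cells/well with tetracycline and held overnight at 30 C. After no-wash calcium dye loading, compound-evoked calcium rise over 180 s flagged agonists.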
RXFP1 agonist = qHTS Assay for Agonists of the Relaxin Receptor RXFP1; HEK293T-RXFP1 cAMP TR-FRET, 30 min; response scale: percent of porcine relaxin response, buffer zero; hit rate 0.3% among 370,000; Relaxin receptor 1 (Homo sapiens), Q9HBX9; Potency, µM (doses to about 57.5 µM), for inactives: at the top dose activation, most hits filed as activators; active = well fitted activation curve with a large enough effect; also: potency is read from the fitted curve at half-maximal effect; % is scaled to controls: 0 for no effect and ±100 for the full control effect; nearly all actives have a fitted effect of over 60% in size; many of its hits are not listed in these tables
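HEK293T cells stably expressing RXFP1 were pretreated with the PDE4 inhibitor Ro 20174, exposed to compounds for 30 min at 37C, lysed, and cAMP was read by TR-FRET. Data normalized to buffer (basal) and 29 nM porcine relaxin (100%).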
D2 PAM = HTS Assay for Positive Allosteric Modulators of the Human D2 Dopamine Receptor: Primary Screen for Potentiators | D(2) dopamine receptor (Homo sapiens), P14416 | hit rate 0.34% among 340,000 | HEK293 T-REx D2, calcium flux, EC20 dopamine potentiation | potentiation, % at 10 µM | AID 485347, 2010;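 active = potentiation over 3 SD above the plate norm, cut at about 30% in these data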; also: 0% is about no effect
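Potentiation of an EC20 dopamine calcium response is measured in a force-coupled, tetracycline-inducible Hek293 Trex D2 line. Compound-only kinetic reads over 180 s flag agonists before dopamine addition.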
D1 potentiator = Potentiators of Human D1 Dopamine Receptor: qHTS; D(1A) dopamine receptor (Homo sapiens), P21728; HEK293 TREx D1 cells, calcium flux, dopamine EC20 potentiation; potentiation, % at 10 µM; hit rate 0.036% among 360,000; in the data active = potentiation above about 30%; also: 0% is about no effect
Active calls of the source: *; · = not tested or not shown; & = joins results of further samples. Not all compounds are listed, so the mix of outcomes need not match the whole.

SMILES	D2 antag	D2 agonist	D1 antag	RXFP1 antag	TRHR PAM	D1 ag	RXFP1 agonist	D2 PAM	D1 potentiator
CCCCn1c2ccc(F)cc2c2nnc(SCCN3CCCCC3)nc21	9	0.0&-0.9	11&1	-2	10&4	0&1	9.6%&4.6%	-3&9	7&-5
COc1ccc(NS(=O)(=O)c2ccc(Cl)c(C(=O)O)c2)cc1S(=O)(=O)N1CCCCC1	2	2.6	3	2	14	0	-4.3%	6	-3
Cc1ccc(OCc2ccc(C(=O)Nc3nc4ccccc4n3C)o2)c([N+](=O)[O-])c1	8	-1.1	-5	7	5	1	0.5%	6	-6
CCCC(C)C(=O)Nc1ncc(S(=O)(=O)c2ccc([N+](=O)[O-])cc2)s1 (configuration not stated)	19	23	-68*	-8	15	59*	2.6%	10	6
COc1cc(C(=O)Nc2cnc(NC(=O)C(C)C)cc2C)cc(OC)c1OC	0	0.3	-47*	11	0	1	3.7%	0	-9
O=C(Nc1nc(-c2ccccn2)cs1)c1ccc([N+](=O)[O-])o1	-11	0.9	-6	-14	-1	2	4.9%	-2	0
C=CCOc1ccc(C2CC(C)=NN2c2ccccc2)cc1 (configuration not stated)	-2	3.8	-3	-7	5	1	0.6%	4	1
Cc1cccc(CSc2ncc(CO)n2C)c1	-24	-0.1	-6	9	12	0	0.5%	0	6
CC(=O)C1=C(C)NC(SCC(=O)c2ccccc2)=C(C#N)C1CC(C)C (configuration not stated)	4	0.2	-9	-15	3	1	21%	11	-8
O=C1CCC(=O)N1CC(=O)N1c2ccccc2Sc2ccccc21	-3	1.0	1	1	-3	5	-0.2%	2	0
Cn1nnnc1SCC(=O)N1CCOCC1	13	1.1	9	-2	0	3	-1.1%	-9	-1
CCOc1ccccc1N(CC(=O)Nc1ccc(OC)c(OC)c1)S(=O)(=O)c1ccccc1	-1	-0.6	-1	8	5	1	-0.7%	17	-2
Cc1ccccc1CN1CCN(Cc2cc(=O)c3ccccc3[nH]2)CC1CCO (configuration not stated)	8	0.7	-19	5	1	8	-0.7%	-12	0
O=C(NCCN1CCCC1)c1ccc2c(c1)N(Cc1cccc(Cl)c1)C(=O)c1ccccc1S2(=O)=O	22	1.3	0	-3	-5	6	3.1%	-10	-1
COC(=O)c1ccc(NC(=O)CCc2c(C)nc3c(-c4ccccc4)c(C)nn3c2C)cc1	·	0.5	-23	·	-3	0	-0.3%	0	-6
O=C(c1ccc(Cl)c(S(=O)(=O)N2CCCCCC2)c1)N1CCN(c2ccccn2)CC1	-13	0.7	-3	-23	-10	3	-0.8%	1	-3
COc1cc2c(cc1OC)CN(C(=O)CN1C(=O)NC3(CCC(C)CC3)C1=O)CC2 (configuration not stated)	7	1.3	32	9	-1	6	0.3%	3	·
COc1ccc2c(c1)c1c(c(=O)n(Cc3ccccc3)c(=O)n1CC(=O)NCc1ccccc1Cl)n2C	·	0.4	7	·	-18	9	2.2%	16	0
Nc1nc(-c2ccco2)cs1	14	0.1	4	-2	-2	1	-1.3%	-5	-5
Fc1ccc(N2CCN(c3ncnc4nc[nH]c34)CC2)cc1	1	0.0	-54*	·	22	2	7.2%	3	-9

Some of the entries so far, as labelled records:
CCOc1ccccc1N(CC(=O)Nc1ccc(OC)c(OC)c1)S(=O)(=O)c1ccccc1
  D2 antag: -1 | D2 agonist: -0.6 | D1 antag: -1 | RXFP1 antag: 8 | TRHR PAM: 5 | D1 ag: 1 | RXFP1 agonist: -0.7% | D2 PAM: 17 | D1 potentiator: -2
COc1cc2c(cc1OC)CN(C(=O)CN1C(=O)NC3(CCC(C)CC3)C1=O)CC2 (configuration not stated)
  D2 antag: 7 | D2 agonist: 1.3 | D1 antag: 32 | RXFP1 antag: 9 | TRHR PAM: -1 | D1 ag: 6 | RXFP1 agonist: 0.3% | D2 PAM: 3 | D1 potentiator: ·

Later entries.
SMILES	D2 antag	D2 agonist	D1 antag	RXFP1 antag	TRHR PAM	D1 ag	RXFP1 agonist	D2 PAM	D1 potentiator
Cn1c(COc2ccc(Cl)cc2)nnc1SCC(=O)NC1CCCC1	-8	-1.5	-5	-14	-1	0	-0.7%	-19	-4
COCCn1c(SCC(=O)Nc2ccc(C(C)=O)cc2)nc2c([nH]c3ccccc32)c1=O	-14	0.3	-11	-9	-6	3	16%	10	-1
CCC(C(=O)NC1CCCC1)N(C(=O)Cn1nnc(-c2ccc(C)o2)n1)c1ccc(F)cc1 (configuration not stated)	8	0.5	20	3	-3	0	2.0%	-7	-3
COc1ccc(/C=N/NC(=O)CCSc2nc3ccccc3s2)cc1	-5	-0.1	-16	-7	0	4	2.4%	7	3
Cc1cc(C)cc(Nc2ncc3c(n2)CCCC3=O)c1	-3	-1.3	26	-2	0	1	0.4%	13	-1
CCOc1cc2c(Cl)ncnc2c(OCC)c1OCC	-21	-0.5	-12	-5	7	2	4.7%	6	6
CCOC(=O)C(C)Oc1cccc2c(=O)n(CC(=O)NCc3ccco3)ccc12 (configuration not stated)	-14	-0.2	10	-7	-5	0	2.9%	10	-1
O=C(COc1cccc(Cl)c1)Nc1ccc(N2CCOCC2)cc1	-3	0.6	-37*	-4	7	1	9.8%	-1	-10
O=C(O)CCn1c(=O)n(CCC(=O)O)c(=O)n(CCC(=O)O)c1=O	12	0.8	-28	5	8	1	-0.7%	-1	-2
Cc1ccccc1OCC(O)CN(CCO)Cc1ccccc1 (configuration not stated)	-24	0.6	-47*	-3	-8	1	0.6%	-2	-1
Cn1c(-c2ccccc2)cnc1SCC(N)=O	4	0.6	-24	-1	8	3	3.0%	0	-6
O=C(Cc1ccc(Cl)c(Cl)c1)Nc1ccccc1N1CCOCC1	-6	-0.5	11	-23	-3	-1	2.4%	3	0
COc1ccc2c(c1)O[C@@H](c1ccc3c(c1)OCO3)[C@H](OC(=O)Nc1cc(OC)c(OC)c(OC)c1)C2=O	-12	-1.9	23	·	1	1	0.2%	-2	-3
CCOC(=O)CSc1nnc(Cn2nnc(-c3ccccc3)n2)n1C	-1	0.7	8	0	0	0	2.3%	2	-3
COc1ccc(-c2cc(C(=O)Oc3ccc(C#N)cc3)no2)cc1	·	-1.9	4	·	2	3	-0.2%	-21	4
COc1cccc(C2c3[nH]c4ccccc4c3C[C@H]3C(=O)N(c4ccccc4C(=O)N4CCC[C@H]4C(=O)O)C(=O)N23)c1 (some centres not stated)	7	0.5	8	·	3	1	3.7%	12	0
Cc1ccc(N=C2NC(=O)C(CC(=O)NCc3ccccc3)S2)cc1C (configuration not stated)	13	-0.1	15	17	10	2	-0.4%	-4	7
CC(=O)Nc1c([N+](=O)[O-])cc(C)c(Cl)c1[N+](=O)[O-]	-13	0.5	-2	12	3	3	1.3%	-1	-3
COc1cc(C(=O)Nc2ccc3nc(SCc4ccc(C)cc4)sc3c2)cc(OC)c1OC	·	-2.0	-9	·	1	4	5.2%	5	-2
O=C(Nc1ccnn1C1CCN(C/C=C/c2ccccc2)CC1)c1ccccc1Cl	80*	83*	10	-5	3	16	-1.6%	-25	0
CCc1cccc(CC)c1NC(=O)C(Cc1ccccc1)NS(=O)(=O)c1cccc2nsnc12 (configuration not stated)	·	0.2	19	-14	-9	0	-0.3%	-9	8
CCn1nc(NS(=O)(=O)c2ccc(NC(C)=O)cc2)c2cc3cccc(C)c3nc21	11	1.6	-10	1	10	6	0.8%	4	2
Cc1ccc(NC(=S)N2CCN(c3nccc(C(F)(F)F)n3)CC2)c(C)c1	-12	0.2	-21	-15	2	4	11%	-16	-9
CCCCN(C(=O)CNC(=O)c1cccs1)C(C(=O)NC1CCCC1)c1ccncc1 (configuration not stated)	0	0.1	3	8	0	2	1.8%	4	-4
Cn1c(=O)n(C)c2cc(CN3C(=O)OC(C)(C)C3(C)O)ccc21 (configuration not stated)	-15	1.6	-21	·	4	-1	0.4%	-4	3
O=C(CCl)NCCCN(C(=O)C(Cl)Cl)c1ccc([N+](=O)[O-])cc1	0	0.7	1	-3	-3	0	0.0%	-2	6
N#Cc1c(-c2ccccc2Cl)cc(-c2ccccc2)[nH]c1=S	1	1.6	0	·	-4	2	13%	-1	-2
CCSc1nc2ccccc2c(OCc2ccc(Cl)cc2)c1C(=O)OC	·	1.2	-4	·	0	18	1.2%	9	1
CC1CN(Cc2nc3c(c(=O)n(C)c(=O)n3C)n2CCN2CCOCC2)CC(C)O1 (configuration not stated)	-17	-0.2	-5	-21	8	2	0.1%	8	-2
O=C1C=C(NCc2ccc(Cl)c(Cl)c2)CC1	4	0.6	5	-1	-3	3	0.4%	20	3
O=C(CSc1nc(-c2ccc(F)cc2)nc2c1Cc1ccccc1O2)Nc1ccc(C(=O)O)cc1	1	1.0	-3	-4	1	7	5.1%	-1	-2
Cc1ccc(C)c(N2CCN(c3nc4c(S(=O)(=O)c5ccccc5)nnn4c4ccc(Cl)cc34)CC2)c1	·	0.2	1	-1	1	0	0.6%	·	-1
COc1ccccc1N1CCN(C(=O)C(Sc2ccccc2)c2ccccc2)CC1 (configuration not stated)	5	-0.5	5	-21	-6	2	0.8%	6	-9
N#Cc1nc(COc2ccccc2F)oc1NCCCn1ccnc1	1	13	-25	5	-5	1	-0.7%	-12	-7
O=C(CN1CCCCC1)Nc1ccccc1NC(=O)CN1CCCCC1	-5	-0.1	-2	2	-7	5	-0.7%	-15	-6
Cc1c(Cl)cccc1NS(=O)(=O)c1ccc(NS(=O)(=O)c2ccc3c(c2)OCCO3)cc1	·	9.1	0	·	-4	21	1.5%	6	-3
Cc1ccccc1CNC(=O)CCCn1c(=O)c2cccn2c2cccnc21	·	0.5	-2	3	-4	0	9.6%	3	-3
COc1ccccc1C(=O)COC(=O)c1ccccc1O	·	·	10	3	-4	-1	-1.3%	·	0
C/[N+]([O-])=C\c1coc2ccccc2c1=O	9	0.1	4	-10	-5	0	0.6%	-1	-1
O=C(NCCN1CCOCC1)c1ccc2c(c1)N(Cc1ccc(F)cc1)C(=O)CS2	-22	-2.2	-4	·	-1	0	-0.8%	-4	-5

Bioassay records: PubChem BioAssay, National Center for Advancing Translational Sciences (NCATS)
